LYPLA1 inh – LYPLA1 (human) inhibition in PME1 counter-screen. recombinant LYPLA1, FP-Rh probe fluorescence polarization. inhibition, % at 5.9 µM. actives 0.16% (n = 320,000). AID 2174;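 active means inhibition above the mean of all tested compounds plus 3 SD, set per campaign, cut at about 14% in these data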;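 further: inhibitors block serine hydrolase probe labeling of LYPLA1 so polarization falls; 0% = enzyme with DMSO and 100% = wells lacking LYPLA1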
Target sequence (O75608 whole entry, looked up): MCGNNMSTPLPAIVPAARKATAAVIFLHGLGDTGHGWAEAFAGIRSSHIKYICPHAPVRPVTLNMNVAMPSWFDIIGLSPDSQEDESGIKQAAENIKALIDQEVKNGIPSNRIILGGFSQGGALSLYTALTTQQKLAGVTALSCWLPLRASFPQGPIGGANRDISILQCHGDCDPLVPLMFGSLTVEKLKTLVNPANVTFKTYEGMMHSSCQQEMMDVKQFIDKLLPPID
PAD4 inh – inhibitors of human PAD4; Q9UM07; inhibition, % at 6.36 µM; recombinant PAD4, RCA probe fluorescence polarization; actives 0.41% (n = 330,000); AID 485272;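 active means percent inhibition above a cutoff equal to the mean of all tested compounds plus 3 SD, cut at about 15% in these data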;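 further: 0% = PAD4 with RCA probe and DMSO and 100% = probe without PAD4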
PME-1 inh – blocks human protein phosphatase methylesterase 1. inhibition, % at 5.9 µM. recombinant PME-1, FP-Rh probe fluorescence polarization. AID 2130. actives 0.53% (n = 320,000);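 active means inhibition above the campaign mean of all compounds plus 3 SD, cut at about 26% in these data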;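 further: competitive labeling of PME-1 active site by serine hydrolase directed probe; 0% = PME-1 with DMSO and 100% = wells lacking PME-1 enzyme; inhibitors block probe labeling so polarization falls and inhibition rises; many of its hits are not listed in these tables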
Target sequence (Q9Y570 whole entry, looked up): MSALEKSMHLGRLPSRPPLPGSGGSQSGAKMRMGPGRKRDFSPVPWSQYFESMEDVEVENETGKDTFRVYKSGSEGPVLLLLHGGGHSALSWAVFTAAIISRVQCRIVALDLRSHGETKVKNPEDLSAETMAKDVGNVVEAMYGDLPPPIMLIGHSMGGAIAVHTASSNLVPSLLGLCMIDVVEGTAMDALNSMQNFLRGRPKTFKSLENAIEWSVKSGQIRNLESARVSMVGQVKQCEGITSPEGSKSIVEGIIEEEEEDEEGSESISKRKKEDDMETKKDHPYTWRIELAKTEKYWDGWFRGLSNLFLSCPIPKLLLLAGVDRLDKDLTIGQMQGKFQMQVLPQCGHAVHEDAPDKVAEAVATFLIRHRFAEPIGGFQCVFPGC
PREPL inh – inhibitors of human prolyl oligopeptidase-like enzyme PREPL; Q4J6C6; recombinant PREPL, fluorescence polarization activity-based probe; inhibition, % at 5.96 µM; actives 0.68% (n = 320,000); AID 2751; in the data active means inhibition above about 43%;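 further: 0% = enzyme with DMSO and 100% = wells lacking enzyme; many of its hits are not listed in these tables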
PAFAH1B2 inh – PAFAH1B2 (human) inhibition; P68402; recombinant PAFAH1B2, FP-rhodamine activity probe, fluorescence polarization; inhibition, % at 3.39 µM; actives 1.2% (n = 340,000);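 active means inhibition above the mean of all tested compounds plus 3 SD, cut at about 24% in these data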;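 further: 0% = enzyme with DMSO and 100% = wells lacking PAFAH1B2; many of its hits are not listed in these tables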
PAFAH1B3 inh – blocks human PAF acetylhydrolase 1B catalytic subunit 3 | Q15102 | recombinant PAFAH1B3, FP-rhodamine probe, fluorescence polarization | inhibition, % at 3.39 µM | actives 0.28% (n = 340,000) | AID 492972;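 active means inhibition above the screen-wide average of all tested compounds plus 3 SD, cut at about 25% in these data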;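 further: 0% = enzyme with DMSO only and 100% = wells lacking PAFAH1B3 protein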
LYPLA2 counter – blocks human lysophospholipase 2, a PME1 counter-screen; O95372; recombinant LYPLA2, FP-Rh probe fluorescence polarization; inhibition, % at 5.9 µM; actives 0.38% (n = 320,000); AID 2177;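 active means inhibition above the screen-wide mean plus 3 SD, limit set per campaign, cut at about 26% in these data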;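 further: 0% = LYPLA2 with DMSO and 100% = wells lacking LYPLA2 enzyme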
Target sequence (O95372 whole entry, looked up): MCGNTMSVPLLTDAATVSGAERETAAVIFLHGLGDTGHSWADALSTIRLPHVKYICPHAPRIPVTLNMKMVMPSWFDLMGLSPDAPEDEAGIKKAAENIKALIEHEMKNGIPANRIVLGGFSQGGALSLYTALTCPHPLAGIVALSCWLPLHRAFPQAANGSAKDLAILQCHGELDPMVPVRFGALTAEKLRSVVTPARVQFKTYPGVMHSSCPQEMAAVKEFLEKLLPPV
GSTO1 inh – blocks human GSTO1 in RBBP9 counter-screen | P78417 | recombinant GSTO1, activity-based probe fluorescence polarization | inhibition, % at 5.96 µM | actives 1.1% (n = 300,000) | AID 1974;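 active means inhibition above the campaign mean inhibition plus 3 SD, cut at about 35% in these data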;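 further: 0% = GSTO1-1 with DMSO and 100% = wells lacking GSTO1-1 enzyme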
pPAFAH inh – pPAFAH (human) enzyme inhibition | Q13093 | recombinant pPAFAH, FP-rhodamine probe fluorescence polarization | inhibition, % at 3.39 µM | actives 1.5% (n = 330,000) | AID 463082;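 active means inhibition above the mean inhibition across the screen plus 3 SD, cut at about 25% in these data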;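 further: inhibitors block binding of the rhodamine activity-based probe so polarization drops; 0% = enzyme with DMSO and 100% = wells lacking pPAFAH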
An asterisk follows results filed as active; nt = not tested or not shown; & = joins results of further samples. Some of the compounds tested (hit frequency here may not be typical).

SMILES	LYPLA1 inh	PAD4 inh	PME-1 inh	PREPL inh	PAFAH1B2 inh	PAFAH1B3 inh	LYPLA2 counter	GSTO1 inh	pPAFAH inh
COc1ccc2cc(C(=O)Nc3ccc(S(N)(=O)=O)cc3)sc(=O)c2c1OC	-20	-6	-28	2	-7	-8	-42	0	-1
CCN(CC)S(=O)(=O)c1ccc(C)c(NC(=S)NC2CCCCC2)c1	-1	-2	0	8	4	5	-2	-3	3
CCCCN1C2CCCC1CC(NC(=O)c1cccc(OC)c1)C2 (configuration not stated)	-2	0	-6	4	2	3	-3	14	-2
CC(=O)Cc1nsc(NC(=O)c2ccc(-c3ccc(Cl)c(C(F)(F)F)c3)o2)n1	-1	5	-6	-1	nt	nt	-6	7	-1
O=C(Cc1coc2ccc3ccccc3c12)Nc1nnc(C2CC2)s1	-3	-1	-9	2	3	0	-4	2	-2
Cc1ccccc1NC(=O)Cn1nc(C(F)(F)F)cc1C1CC1	1	2	3	2	1	3	1	8	0
CCOCCCNC(=O)C1CCN(S(=O)(=O)N2CCCCC2)CC1	-1	0	-1	-1	-2	6	-1	7	0
COc1ccccc1C(c1nnnn1C1CCCC1)N1CCN2CCCC2C1 (configuration not stated)	1	-2	-12	14	6	2	0	11	-3
O=C(CN1C(=O)c2ccc([N+](=O)[O-])cc2C1=O)NCc1ccc(C(=O)O)cc1	2	0	-9	-5	0	9	2	4	1
CCOc1ccc2nc(NC(=O)C3CSC4(C)CCC(=O)N34)sc2c1 (configuration not stated)	-6	2	0	-5	5	5	3	nt	0
CCN1CCN(C(=O)c2cn(CCOC)c(=O)c3c2c2ccccc2n3C)CC1	-3	-2	3	-4	-1	3	4	-11	3
COc1ccc(-c2csc(Nc3cc(C)ccn3)n2)cc1OC	2	0	13	1	7	12	0	7	12
NCCCC[C@H]1CNC(=S)N1CC1CCCCC1	-2	-5	4	12	5	5	4	3	5
COc1cc(/C=C(\C#N)c2ccccn2)ccc1OCC(=O)Nc1c(Cl)cccc1Cl	-4	-1	-14	-7	-7	-8	-9	-16	1
CCn1cc(CN2CCN(Cc3ccsc3)C(CCO)C2)cn1 (configuration not stated)	1	0	-1	7	0	1	-1	3	-1
Cc1ccnc(Nc2nc(-c3ccc(O)c(O)c3)cs2)c1	-10	-3	26	19	3	18	-8	-2	41*
CCOC(=O)C1CCN(C(=O)C(=O)N2CCC(C(=O)OCC)CC2)CC1	-5	-2	-3	-2	-3	22	-2	3	4
CCOC(=O)c1ccc(NC(=O)N2CCCCCC2)cc1	0	4	-3	6	2	3	-1	0	-3
COc1ccccc1CNS(=O)(=O)c1ccc2c(c1)CC(=O)N2C	-1	0	0	2	4	5	-3	-8	-1
Cc1ccc(-c2csc(N3CCC(C(N)=O)CC3)n2)cc1	0	-6	5	16	1	6	0	nt	1
COc1ccc(C(CNC(=O)c2cccc(NS(=O)(=O)c3ccc(Br)cc3)c2)N(C)C)cc1 (configuration not stated)	0	1	11	-94	16	-2	-2	-4	0
COc1ccc(-n2nc3c(c2NC(=O)C2CCCC2)CS(=O)(=O)C3)cc1	-1	-4	3	6	2	9	-1	5	5
CCCCN(Cc1ccco1)S(=O)(=O)c1csc(C(N)=O)c1	1	1	3	9	8	2	-5	10	2
CCCCSc1nnc([C@@H]2CCCN2C(=O)OC(C)(C)C)o1	1	1	1	-4	5	-3	0	6	3
CCOc1cccc(NC(=O)/C(C#N)=C/c2cccnc2)c1	2	-2	0	-1	2	5	3	3	1
Cn1c(SCC(=O)Nc2cccnc2)nnc1-c1ccccc1F	-1	-8	0	12	2	2	-5	0	-3
COc1ccc(S(=O)(=O)N2CCCOC2CNC(=O)C(=O)NCCCN2CCOCC2)cc1 (configuration not stated)	0	5	-1	14	3	2	2	0	-4
CCc1ccc(N2CC(C(=O)Nc3ccc4c(c3)OCCO4)CC2=O)cc1 (configuration not stated)	3	3	3	10	6	3	2	3	4
O=C(O)c1ccc(OCC2CCCO2)cc1 (configuration not stated)	-2	-1	-2	-5	3	11	-2	4	7
CC(=O)Cn1ncc(N2CCOCC2)cc1=O	-2	-2	2	5	-5	4	-6	3	10

Filtered by structure, the entries above containing a thiophene ring, fused or not
SMILES	LYPLA1 inh	PAD4 inh	PME-1 inh	PREPL inh	PAFAH1B2 inh	PAFAH1B3 inh	LYPLA2 counter	GSTO1 inh	pPAFAH inh
CCn1cc(CN2CCN(Cc3ccsc3)C(CCO)C2)cn1 (configuration not stated)	1	0	-1	7	0	1	-1	3	-1
CCCCN(Cc1ccco1)S(=O)(=O)c1csc(C(N)=O)c1	1	1	3	9	8	2	-5	10	2

Additional records
SMILES	LYPLA1 inh	PAD4 inh	PME-1 inh	PREPL inh	PAFAH1B2 inh	PAFAH1B3 inh	LYPLA2 counter	GSTO1 inh	pPAFAH inh
CC1CC1C(=O)OCC(=O)N(C)c1c(N)n(Cc2ccccc2)c(=O)[nH]c1=O (configuration not stated)	-2	1	-1	-4	-5	10	-7	0	1
CCOC(=O)N1CCC(NS(=O)(=O)c2cc(Br)cnc2N)CC1	1	3	0	8	3	1	5	1	1
OC1CCN(CC(O)C(F)(F)F)CC1 (configuration not stated)	5	-5	-2	4	1	10	9	2	4
COc1ccc(CN2CCN(c3ccccn3)CC2)c(OC)c1C	-3&4	0&2	4&4	8&0	1&1	-1&5	3&-2	8&6	2&4
O=C(O)C1=C[C@H](c2ccc(Br)cc2)C[C@H](OCc2ccc(CO)cc2)O1	-1	-5	-1	-11	14	4	3	0	6
CCN1CCN(C(=O)NC2CCCCC2)CC1	-4	1	1	4	5	7	-11	2	1
CCN(CC)c1c([N+](=O)[O-])ncn1C	0	3	1	-1	2	6	-5	10	-3
CCOC(=O)C1CCCN(S(=O)(=O)c2ccc3c(c2)NC(=O)CO3)C1 (configuration not stated)	0	5	2	-2	-2	2	-1	3	2
O=C(CCCOc1ccccc1)Nc1nccs1	0	-1	-4	-5	-5	5	0	1	-1
Cc1nc2c(c(=O)n1CCC1=CCCCC1)c1nc3ccccc3nc1n2/N=C/c1ccco1	-5	-6	-10	-52	-5	-3	-7	11	9

Given with each value named: part of the list above.
SMILES: CCOC(=O)N1CCC(NS(=O)(=O)c2cc(Br)cnc2N)CC1
  LYPLA1 inh: 1; PAD4 inh: 3; PME-1 inh: 0; PREPL inh: 8; PAFAH1B2 inh: 3; PAFAH1B3 inh: 1; LYPLA2 counter: 5; GSTO1 inh: 1; pPAFAH inh: 1

SMILES: Cn1c(SCC(=O)Nc2cccnc2)nnc1-c1ccccc1F
  LYPLA1 inh: -1; PAD4 inh: -8; PME-1 inh: 0; PREPL inh: 12; PAFAH1B2 inh: 2; PAFAH1B3 inh: 2; LYPLA2 counter: -5; GSTO1 inh: 0; pPAFAH inh: -3

SMILES: CCCCSc1nnc([C@@H]2CCCN2C(=O)OC(C)(C)C)o1
  LYPLA1 inh: 1; PAD4 inh: 1; PME-1 inh: 1; PREPL inh: -4; PAFAH1B2 inh: 5; PAFAH1B3 inh: -3; LYPLA2 counter: 0; GSTO1 inh: 6; pPAFAH inh: 3

SMILES: O=C(Cc1coc2ccc3ccccc3c12)Nc1nnc(C2CC2)s1
  LYPLA1 inh: -3; PAD4 inh: -1; PME-1 inh: -9; PREPL inh: 2; PAFAH1B2 inh: 3; PAFAH1B3 inh: 0; LYPLA2 counter: -4; GSTO1 inh: 2; pPAFAH inh: -2

Next part:
SMILES	LYPLA1 inh	PAD4 inh	PME-1 inh	PREPL inh	PAFAH1B2 inh	PAFAH1B3 inh	LYPLA2 counter	GSTO1 inh	pPAFAH inh
O=C(N/N=C/c1ccc(O)c(O)c1)NC12CC3CC(CC(C3)C1)C2	-3	-3	1	17	16	1	4	22	16
CCOC(=O)C1=C(C)NC(C)=C(C(=O)OCC)C1C(=O)OCC(=O)N(C)Cc1ccccc1	nt	2	nt	11	-1	-7	nt	nt	1
CCOC(=O)c1ncccc1NC(=O)CC(=O)Nc1cccnc1C(=O)OCC	1	1	3	-3	nt	nt	-2	3	1
O=C(NC1CCCc2ccccc21)C1CCC(CNc2c(N3CCOCC3)c(=O)c2=O)CC1 (configuration not stated)	-3	0	4	-2	-1	4	0	3	3
O=C(Oc1ccc(OC(=O)N2CCCCC2)cc1)c1ccccc1	2	1	6	7	5	5	4	2	-3
Fc1ccc(C(c2nnnn2C2CCCC2)N2CCN(Cc3ccncc3)CC2)cc1 (configuration not stated)	4	5	6	14	-1	3	12	3	3
CC[C@@H]1C=C(C(=O)O)[C@H](c2ccc(C)cc2)N1S(=O)(=O)c1ccc(C)cc1	nt	-2	nt	8	8	7	nt	nt	2
COc1cc(S(=O)(=O)NCc2ccc3c(c2)OCO3)c(OC)cc1C	2	-1	5	-5	7	8	3	2	-5
Cc1ccc(O)c(Nc2ncnc3ccc([N+](=O)[O-])cc23)c1	0	-1	13	1	3	-4	5	-5	8
COc1ccc(CN=CC2=C(O)CC(C)(C)CC2=O)cc1	0	-3	2	2	2	1	1	0	6
O=C(Nc1cccnc1)c1cc(-c2ccc(Cl)cc2)on1	2	-3	-5	-4	8	-2	0	-4	0
CN1CCN(C(=O)c2ccccc2NC(=O)COc2ccccc2Cl)CC1	0	-4	3	7	7	0	3	1	3

Compound activity as filed in PubChem.
